# Screening data as filed in PubChem BioAssay.
# CSM14.1 death rescue = protection against thapsigargin-triggered cell killing – 384-well, CSM14.1, ATP luminescence, primary screen (AID 1222). CSM14.1 thapsigargin-induced death rescue, ATP luminescence; higher % means a stronger effect. one-dose cellular ATP content (survival), % at 20 µM; EC50 in µM for titrated hits. 190,000 tested, under 10 active;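 active = EC50 below 50 µM in the dose-response confirmation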;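 also: death triggered by thapsigargin at about 15 µM added after 2 h compound pretreatment; cell ATP read after overnight thapsigargin exposure of roughly 18 to 22 hours; normalized against plate controls of thapsigargin alone and 5% DMSO vehicle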
# TNAP activators = human TNAP enzyme activators, primary screen, biochemical, luminescent, no phosphate acceptor, uHTS (AID 1001). purified TNAP, luminescent activation assay, no phosphate acceptor; higher activation fold means a stronger effect. activation fold at 20 µM; hits with a dose series show EC50 in µM. actives 0.03% (n = 200,000); in the data active = activation fold from about 3, or a potency from the dose series; inactive = the rest, 99 in 100 with activation fold below about 1.6; also: many of its hits are not listed in these tables
# M17LAP inhibition = P. falciparum M17LAP inhibitors, primary screen, biochemical, fluorogenic H-Leu-NHMec substrate, 1536-well (AID 1619). recombinant M17LAP, H-Leu-NHMec fluorogenic kinetic assay; higher % means a stronger effect. one-dose inhibition, % at 30 µM; IC50 in µM for titrated hits. actives 0.38% (n = 220,000);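 active = compound inhibiting the enzyme by more than half at any dose during confirmatory dose-response retesting; inconclusive = strong single-dose inhibitors picked by rank but not retested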;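 also: plate controls were full reaction with DMSO carrier for no effect and no enzyme background for full effect; strong numbers were not always called active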
# M1AAP inhibition = P. falciparum M1AAP inhibitors, biochemical, fluorogenic H-Leu-NHMec substrate, 1536-well (AID 1445). recombinant M1AAP, H-Leu-NHMec fluorogenic kinetic assay; higher % means a stronger effect. inhibition, % at 30 µM, or IC50 in µM where a hit was titrated. actives 0.42% (n = 220,000);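 active = primary inhibition above the hit cutoff, then over 50% inhibition at one or more dose response concentrations, cut at about 23% in these data, passing the limit was not always enough; inconclusive = conflicting primary data, or primary hits not chosen for dose response; inactive = low primary inhibition, or under 50% at every dose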;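 also: plate controls were DMSO full reaction for no effect and no enzyme background for full effect; strong numbers were not always called active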
# human PMI inhibition = MPI enzyme activity inhibition – biochemical, fluorescence intensity, coupled assay, primary screen (AID 1209); purified PMI enzyme, coupled fluorescence intensity; higher % means a stronger effect; actives 0.42% (n = 190,000); inhibition, % at 20 µM; hits with a dose series show IC50 in µM;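 also: plate controls were DMSO vehicle for no effect and wells lacking substrate for full effect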
# Myeloid diff 2 = compounds promoting myeloid differentiation; ER-HoxA9 myeloid progenitors, lysozyme-GFP differentiation, flow cytometry; calls only at 10 µM; actives 1% (n = 360,000);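 active = normalized GFP-positive differentiation at or above the plate's own cutoff, the solvent-only control mean plus 3 SD; inconclusive = no clear call, values can overlap the other calls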;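 also: cells exposed to compound for four days before flow analysis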
# LYP inhibition = PTPN22 lymphoid phosphatase activity blockers – biochemical, fluorescence intensity, uHTS (AID 1779) | one-dose inhibition, % at 11.5 µM; IC50 in µM for titrated hits | actives 0.054% (n = 290,000) | recombinant LYP phosphatase, fluorescence intensity; higher % means a stronger effect;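 also: plate controls were vehicle with enzyme for no effect and no enzyme for full effect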
# XIAP displacement = XIAP antagonists, biochemical, IAP family, fluorescence polarization (AID 1018); XIAP BIR domain, fluorescence polarization peptide displacement; higher % means a stronger effect; displacement, % at 20 µM, or IC50 in µM where a hit was titrated; actives 0.007% (n = 200,000); in the data active = displacement above about 50%; also: a part of the inactive calls stands beside numbers as strong as those of hits
# human PMI inhibitors = MPI inhibition at elevated mannose 6-phosphate – biochemical, fluorescence intensity, high mannose 6-phosphate, primary screen (AID 1220). recombinant PMI enzyme, coupled fluorescence intensity; higher % means a stronger effect. inhibition, % at 20 µM; hits with a dose series show IC50 in µM. actives 0.66% (n = 190,000)
# Myeloid diff 2 GFP+ MAC1+ % = also measured in Myeloid diff 2; calls as there; GFP+ MAC1+ double positive, %; measured here: differentiation confirmed by MAC1 staining
# An asterisk follows results filed as active; i = inactive; ? = inconclusive; . = no result given; + = active, no number. Rule as the data show it, unless noted: active = inhibition above about 50%; inactive = the rest.
# Second line of a record – M17LAP inhibition, Myeloid diff 2, LYP inhibition, TNAP activators, Myeloid diff 2 GFP+ MAC1+ %, XIAP displacement, human PMI inhibitors, CSM14.1 death rescue, human PMI inhibition, M1AAP inhibition
CC(C)(C)NC(=O)C(c1ccc(O)cc1)N(C(=O)CCC(=O)Nc1nccs1)c1ccccc1F (stereo not drawn)
    10%, i, -5%, 1.1, 0.3, -1.4%, 0%, -1.1%, 2%, 1%
CCn1cc(C(=O)NCCN(C)CCc2ccccc2)c(=O)c2cc(S(=O)(=O)N(C)C)ccc21
    -1%, i, -1%, 0.9, 0.4, -2.8%, 9%, 0.7%, 10%, 4%
COC(=O)c1ccc(Cn2cnc3ccccc3c2=O)cc1
    6%, i, -4%, 1, 0.5, -5.9%, 6%, 6.2%, 9%, 4%
O=C(O)c1cccc(Nc2nc(Nc3ccccc3)nc(N3CCCC3)n2)c1
    41%, i, -6%, 1.1, 0.5, -6.6%, -32%, 0.8%, -26%, 10%
C/C(CC(=O)Nc1cc(C)ccn1)=N\NC(=O)C(=O)NC(C)C
    29%, i, 2%, 1.2, 0.4, -2.4%, -1%, -0.3%, -6%, 3%
COC(=O)c1sc2ncccc2c1OCc1ccc(Cl)cc1Cl
    15%, i, -7%, 1, 0.5, -13%, 2%, -1.5%, 9%, 3%
CCc1nc(N[C@H](C(=O)O)C(C)C)c2oc3ccccc3c2n1
    3%, i, -4%, ., 0.8, ., ., ., ., 6%
COc1ccccc1-n1c(-c2ccccc2)c[nH]c1=S
    1%, i, 0%, 2.4, 0.5, -5.7%, -7%, 0.4%, -16%, 2%
O=C(CSc1nnc(Cc2ccccc2)n1-c1cccc(Cl)c1)NNC(=O)Cc1ccccc1
    10%, i, -2%, 2.1, 0.3, -3.7%, 7%, -3.3%, -3%, -1%
Cc1ccc(S(=O)(=O)n2nc(C)c(C#N)c2N)cc1
    1%, i, -4%, 1.1, 0.4, 0.1%, -11%, -2.8%, -18%, 0%
Cc1cc(CCCCCCCCc2cc(C)cc(=O)o2)oc(=O)c1
    -2%, i, -2%, 1.1, 0.2, 0.8%, 12%, -1.9%, 24%, 0%
Cc1ccc(-n2c(SCC(=O)Nc3cc(S(=O)(=O)N4CCOCC4)ccc3Cl)nc3ccccc3c2=O)cc1
    -9%, i, 1%, 1.2, 2.1, -1.9%, -6%, -2.8%, 3%, 3%
Nc1nnnn1/N=C/c1cccc(Oc2ccccc2)c1
    -12%, i, -12%, 1.1, 1.7, -4.0%, -4%, -1.2%, 3%, -6%
Nc1ccccc1C(=O)Nc1ccc(Cl)cc1Cl
    -6%, i, -4%, ., 0.3, ., ., ., ., 9%
COc1ccc(CCN2C(=O)c3[nH]nc(-c4ccccc4O)c3C2c2cccc(O)c2)cc1OC (stereo not drawn)
    9%, i, -3%, 2.1, 0.2, -21%, 9%, 0.1%, 4%, 14%
Cc1ccc(S(=O)(=O)Cn2nnnc2CN(Cc2ccco2)CC2CCCO2)cc1 (stereo not drawn)
    15%, i, 2%, 1.1, 0.8, -3.0%, 7%, -2.0%, 8%, 12%
O=C(Nc1ccc(-n2nncc2-c2ccco2)cc1)c1cc2ccccc2oc1=O
    10%, i, 8%, 1.1, 1.3, -4.7%, -2%, -0.9%, -3%, -4%
O=c1c(Cl)cc(Cl)nn1-c1ccccc1
    -13%, ?, -9%, 1, ., -5.7%, -14%, 0.9%, -8%, 6%
O=C(NNC(=O)c1cccc(S(=O)(=O)N2CCc3ccccc32)c1)c1ccccc1
    4%, i, 2%, 1.5, 1.5, -12%, -8%, 0.3%, -5%, 3%
CCCOc1ccc(N2C(=O)CC(N(Cc3ccco3)C(=O)CCC(=O)O)C2=O)cc1 (stereo not drawn)
    5%, i, -6%, ., 0.6, ., ., ., ., -4%
Cc1ccc(OCCNC(=O)c2cc(-n3cnnc3)ccc2Cl)cc1C
    8%, i, -5%, 1.1, 1.2, -3.8%, -6%, -1.9%, -10%, 2%
O=C(CSC1=Nc2ccccc2C2CC=NN12)Nc1ccc2c(c1)OCO2 (stereo not drawn)
    -3%, i, -6%, 1.1, 0.9, -2.6%, 0%, -1.7%, 2%, -1%
Cc1ccc(OCC2Cn3c(nc4c3c(=O)[nH]c(=O)n4C)O2)cc1 (stereo not drawn)
    9%, i, 0%, 1.1, 1.8, -2.9%, 3%, -2.3%, 4%, 2%
COc1ccc(Oc2ccc(C(F)(F)F)cc2NC(=O)c2ccc(F)cc2)cc1
    4%, i, -3%, ., 0.2, ., ., ., ., 0%
COC(=O)C1=C(C)OC(N)=C(C#N)C1c1ccco1 (stereo not drawn)
    17%, i, -2%, 1.1, 0.6, 2.4%, 3%, -0.5%, -6%, 17%
CCOC(=O)c1oc2nc(C)c3c(c2c1N)CC(C)(C)OC3
    -14%, i, -4%, 1, 0.9, -4.5%, -1%, -0.4%, -8%, 7%
COc1cc(/C=C/C(=O)N2CCCN(C(=O)/C=C/c3cc(OC)c(OC)c(OC)c3)CC2)cc(OC)c1OC
    12%, i, -4%, 1.1, 0.2, -3.3%, -1%, -0.8%, -4%, -1%
CCN(CC)CCN(C(=O)Cn1nnc(-c2ccc(OC)c(OC)c2)n1)C(C(=O)NC1CCCC1)c1ccc(F)cc1 (stereo not drawn)
    -1%, i, -2%, 1, 2.3, -4.9%, -9%, 0.9%, -12%, 0%
COc1ccc(C2=Nn3c(nnc3-c3cccnc3)SC2)cc1
    3%, i, -6%, 1.1, 0.6, -3.7%, -2%, 3.2%, -1%, 13%
COc1ccccc1-c1cc(-c2ccc(C)cc2)nc(SCc2nnc(-c3ccccc3)o2)c1C#N
    13%, i, 8%, 1.1, 0.6, 2.2%, 8%, 0.4%, 13%, 2%
CN1CCN(S(=O)(=O)c2ccc3c(c2)NC(=O)C2CCCN32)CC1 (stereo not drawn)
    7%, i, -5%, 1.1, 0.0, -3.2%, 4%, -1.4%, 4%, 4%
COc1ccc(NC(=S)N2CCc3ccccc3C2)cc1OC
    8%, i, 4%, 1.1, 0.3, -5.8%, 9%, -1.9%, -2%, 5%
CC(C)C(=O)Nc1cccc(C(=O)Nc2nccs2)c1
    -3%, i, 1%, 1.1, 0.0, -1.5%, 5%, 0.2%, 6%, 29%
CCCn1c(N)c(C(=O)CSc2nc3ccccc3c(=O)n2Cc2ccccc2)c(=O)[nH]c1=O
    -14%, i, -8%, 1.2, 0.6, -2.4%, 8%, 2.6%, 10%, 4%
Cc1cccc(/C=N\Nc2nnc(-c3ccccc3)c(=O)[nH]2)c1
    -13%, i, 2%, 1.3, 0.5, -12%, 8%, -0.5%, 6%, -1%
Cc1cccc(CCNC(=O)C2CCN(S(=O)(=O)c3c(C)nn(C)c3C)CC2)c1
    -5%, i, -4%, 1, 1.7, -7.4%, 7%, -1.0%, 8%, -1%
CCOC(=O)c1cccc(NC(=O)CN(c2ccc(C)cc2)S(=O)(=O)c2c(C)n[nH]c2C)c1
    -6%, i, 2%, 1, 1.1, 0.3%, 10%, 1.2%, 12%, -1%
CCC(NC(=O)c1ccccc1NC(=O)c1ccc(OC)cc1)C(=O)N1CCCC1 (stereo not drawn)
    14%, i, -8%, 1, 0.0, -7.0%, 34%, -7.9%, 0%, 14%
CCOc1ccc(-n2c(Cc3cc(=O)[nH]c(=O)[nH]3)nnc2SCC(=O)OC)cc1
    -19%, i, -3%, 1.1, 2.3, 1.6%, 4%, -0.9%, -1%, 10%
Cc1cc(C)n(C(=O)C(C)n2nc([N+](=O)[O-])c(Br)c2C)n1 (stereo not drawn)
    5%, i, -7%, 1, 0.6, -3.5%, -7%, -1.5%, -2%, 0%
Cc1cc(NC(=O)C(C)C)ncc1NC(=O)Cc1ccccc1
    10%, i, 0%, 1.1, 0.3, -1.9%, 2%, -1.1%, 0%, 2%
COC(=O)c1ccc(C(NC(=O)OCc2ccccc2)/C(F)=C/[C@@H](C)C(=O)NCc2ccc(-c3ccccc3)cc2)cc1 (stereo partly drawn)
    5%, ., 1%, 1, ., -2.5%, 4%, 19%, -7%, 0%
COc1ccc(CNC(=O)/C=C/c2cc([N+](=O)[O-])ccc2OC(F)F)cc1
    5%, i, -9%, 1.1, 0.4, -1.5%, 8%, 12%, 6%, -8%
CCOC(=O)c1sc2nc(CC(=O)OC)nc(NCc3ccco3)c2c1C
    10%, +, 2%, 1.1, 1.4*, 1.2%, -33%, ., -10%, 4%
CCCCCCCCCC(=O)N1c2ccccc2NC(=O)C1CC(=O)Nc1ccc(C(=O)O)cc1 (stereo not drawn)
    8%, i, 0%, ., 0.2, ., ., ., ., 4%
CCC1CCCCN1CCCNC(=O)c1ccc(CS(=O)(=O)Cc2ccccc2F)o1 (stereo not drawn)
    -7%, i, 56%*, 1.2, 1.1, -6.1%, 4%, ., 7%, 8%
O=C(Nc1ccccc1)C(O)C(O)C(=O)Nc1ccccc1 (stereo not drawn)
    16%, i, -4%, 1, 3.3, -10%, 7%, -0.8%, -2%, 10%
CC(C)c1cc(C(=O)N2CCCC(C(=O)c3ccc4ccccc4c3)C2)on1 (stereo not drawn)
    -1%, i, -6%, 1, 0.1, -3.0%, 8%, 4.3%, 16%, 0%
CCOC(=O)CNc1ccc(OC(F)(F)F)cc1
    4%, i, -6%, ., 0.8, ., ., ., ., 7%
Cc1cc(N2CCOCC2)n2ncc(-c3ccc(Cl)cc3)c2n1
    0%, i, -16%, ., 0.2, ., ., ., ., -2%
CC(=O)c1c(COC(=O)c2ccc(C)cc2)nc2ccccc2[n+]1[O-]
    12%, i, 1%, ., 1.0, ., ., ., ., 8%
CCC(C)(C)NC(=O)C(c1ccccc1F)N(Cc1ccco1)C(=O)c1csnn1 (stereo not drawn)
    1%, i, 0%, 1.1, 2.5, -1.4%, 0%, -0.9%, -1%, 10%
CCN1CCN(C(=O)c2ccc(Cl)c(S(=O)(=O)N3CCOCC3)c2)CC1
    -2%, i, -5%, 1.1, 1.2, -2.8%, 4%, -2.3%, 12%, 16%
Cc1ccc(C(=O)CSC2=C(C#N)C(c3ccco3)C3=C(CCCC3=O)N2)cc1 (stereo not drawn)
    5%, ?, 5%, 1, ., -6.2%, -25%, 2.4%, 0%, 6%
COc1ccccc1N1CCN(C(=O)Cc2cccs2)CC1
    16%, i, 6%, 1, 2.3, -5.3%, -8%, -1.9%, -2%, 7%

# Shown with each value named: entries from further up.
> COc1ccc(NC(=S)N2CCc3ccccc3C2)cc1OC
  M17LAP inhibition: 8% | Myeloid diff 2: i | LYP inhibition: 4% | TNAP activators: 1.1 | Myeloid diff 2 GFP+ MAC1+ %: 0.3 | XIAP displacement: -5.8% | human PMI inhibitors: 9% | CSM14.1 death rescue: -1.9% | human PMI inhibition: -2% | M1AAP inhibition: 5%

> CC(C)C(=O)Nc1cccc(C(=O)Nc2nccs2)c1
  M17LAP inhibition: -3% | Myeloid diff 2: i | LYP inhibition: 1% | TNAP activators: 1.1 | Myeloid diff 2 GFP+ MAC1+ %: 0.0 | XIAP displacement: -1.5% | human PMI inhibitors: 5% | CSM14.1 death rescue: 0.2% | human PMI inhibition: 6% | M1AAP inhibition: 29%
